Compound activity (PubChem)
TGFb SMAD3 inh: TGF-b pathway inhibition; HepG2 CAGA-GFP TGF-b/SMAD3 reporter, GFP fluorescence, 18 h; TGF-beta stimulated, 500 pg/mL final; AID 588855; 410,000 compounds, 1.2% hits; Potency, µM (top dose mostly 46.1 µM), for the others: at the top dose activity, negative = inhibition, usual class: inhibitors; also: % is scaled to controls: 0 for no effect and ±100 for the full control effect; nearly all actives have a fitted effect of over 65% in size
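Inhibition was scored as loss of TGF-beta-induced (500 pg/mL final, 18 hours, 37 degrees C) GFP in HEPG2 cells carrying a CAGA-GFP reporter, in DMEM with 1% FBS. Well GFP was summed per cell; Activity was normalised to unstimulated and stimulated DMSO wells, then concentration-response fitting.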
ATXN2 expr inh: inhibitors of ATXN2 expression; 360,000 compounds, 0.72% hits; AID 1745845; Potency, µM (titrated, usually from 57 µM), without a hit: at the highest dose activity change, negative = inhibition, actives largely listed as inhibitors; HEK-293 ATXN2-luciferase reporter, luminescence, 24 h; also: % is scaled to controls: 0 for no effect and ±100 for the full control effect; nearly all actives have a fitted effect of over 55% in size
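qHTS (up to 57 uM final) was run with 24 h compound exposure of reporter cells at 37 °C. Each well was multiplexed: SteadyGlo luminescence measured ATXN2-luciferase expression after a fluorogenic Gly-Phe-AFC viability readout (25 uM final).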
Nrf2 ARE act: activators of Nrf2 (ARE) signaling; AREc32 ARE-luciferase reporter (MCF7-derived line), luminescence, 24 h; Potency, µM (top dose mostly 46.1 µM), without a hit: at the highest dose activation, usual class: activators; 410,000 compounds, 0.31% hits; AID 624171; also: % of control where 0% means no effect; nearly all actives have a fitted effect of over 65% in size
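Steps: seed AREc32_Fluc cells (1000/well, 5% FBS OPTI-MEM); incubate overnight at 37 deg C; add 23 nL compound; incubate 24 hr; add Steady-Glo; hold 30 min RT; read luminescence.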
Nrf2 block: inhibitors of Nrf2 signaling | A549 ARE-Fluc reporter, luciferase luminescence, 18-24 h | Potency, µM (highest dose often 46 µM), inactives show at the top dose activity change, negative = inhibition, usual class: inhibitors | 360,000 compounds, 2.1% hits; also: % is scaled to controls: 0 for no effect and ±100 for the full control effect; nearly all actives have a fitted effect of over 60% in size
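Reporter: ARE-Fluc in A549. Exposure: 18-24 h, 37 °C, 5% CO2, 5% FBS OPTI-MEM. Readouts: fluorescent cytotoxicity (CellTiter-Fluor), then luminescent Nrf2 signal after BugLite.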
HepG2 viability: counter-screen for TGF-b inhibitors: cytotoxicity in HepG2 cells; 410,000 compounds, 0.76% hits; HepG2 CAGA-GFP viability, ATP luminescence, 18 h; Potency, µM (highest dose often 46.1 µM), without a hit: at the top dose activity change, negative = cytotoxicity, actives largely listed as cytotoxic; also: some results filed as inactive show a strong effect at the top dose
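HepG2 CAGA-GFP cells (1000/well, DMEM with 1% FBS) received compound, then TGF-beta at 500 pg/mL final, and were incubated 18 hours at 37 degrees C. Viability was read by CellTiter-Glo luminescence. Media-only wells were set as complete cell-killing and DMSO as no toxicity.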
MCF10A rerep: induces DNA re-replication in MCF 10a normal breast cells. MCF 10A DNA re-replication, Hoechst nuclear intensity, 48 h. Potency, µM (highest dose often 46.1 µM), for the others: top-dose activity, positive = re-replication, most hits filed as activators. 350,000 compounds, 2.9% hits; also: % of control where 0% means no effect; nearly all actives have a fitted effect of over 50% in size
S2 tox: reduces viability in counter-screen for ATXN expression inhibitors; 400,000 compounds, 0.49% hits; AID 651635; Potency, µM (titrated, usually from 56.7 µM), actives largely listed as cytotoxic; S2 cells (HEK-293 line with an ATXN2-luciferase reporter) viability, CellTiter-Fluor protease fluorescence, 24 h; also: nearly all actives have a fitted effect of over 40% in size
A549 tox: A549 cytotoxicity, counter-screen for Nrf2 inhibitors. A549 ARE-Fluc cells, CellTiter-Fluor viability, 18-24 h. Potency, µM (titrated, usually from 46 µM), without a hit: top-dose activity change, negative = cytotoxicity, hits mostly inhibitors. 390,000 compounds, 0.16% hits. AID 504648; also: % is scaled to controls: 0 for no effect and ±100 for the full control effect
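Cytotoxicity counterscreen: CellTiter-Fluor fluorescence was measured in A549 ARE_Fluc cells after 18-24 h of compound exposure in a concentration series. The subsequent BugLite luminescent read reports ARE-luciferase activity.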
EPAC2 antag: EPAC2 (human) antagonism | Q8WZA2 | EPAC2 GEF exchange of Rap1B-BODIPY-GDP, fluorescence | Potency, µM (series often up to 114 µM), for inactives: at the top dose activity, negative = inhibition, actives largely listed as inhibitors | 360,000 compounds, 0.18% hits; also: % is scaled to controls: 0 for no effect and ±100 for the full control effect; nearly all actives have a fitted effect of over 45% in size; many of its hits are not listed in these tables
Target sequence (Q8WZA2 whole entry, looked up): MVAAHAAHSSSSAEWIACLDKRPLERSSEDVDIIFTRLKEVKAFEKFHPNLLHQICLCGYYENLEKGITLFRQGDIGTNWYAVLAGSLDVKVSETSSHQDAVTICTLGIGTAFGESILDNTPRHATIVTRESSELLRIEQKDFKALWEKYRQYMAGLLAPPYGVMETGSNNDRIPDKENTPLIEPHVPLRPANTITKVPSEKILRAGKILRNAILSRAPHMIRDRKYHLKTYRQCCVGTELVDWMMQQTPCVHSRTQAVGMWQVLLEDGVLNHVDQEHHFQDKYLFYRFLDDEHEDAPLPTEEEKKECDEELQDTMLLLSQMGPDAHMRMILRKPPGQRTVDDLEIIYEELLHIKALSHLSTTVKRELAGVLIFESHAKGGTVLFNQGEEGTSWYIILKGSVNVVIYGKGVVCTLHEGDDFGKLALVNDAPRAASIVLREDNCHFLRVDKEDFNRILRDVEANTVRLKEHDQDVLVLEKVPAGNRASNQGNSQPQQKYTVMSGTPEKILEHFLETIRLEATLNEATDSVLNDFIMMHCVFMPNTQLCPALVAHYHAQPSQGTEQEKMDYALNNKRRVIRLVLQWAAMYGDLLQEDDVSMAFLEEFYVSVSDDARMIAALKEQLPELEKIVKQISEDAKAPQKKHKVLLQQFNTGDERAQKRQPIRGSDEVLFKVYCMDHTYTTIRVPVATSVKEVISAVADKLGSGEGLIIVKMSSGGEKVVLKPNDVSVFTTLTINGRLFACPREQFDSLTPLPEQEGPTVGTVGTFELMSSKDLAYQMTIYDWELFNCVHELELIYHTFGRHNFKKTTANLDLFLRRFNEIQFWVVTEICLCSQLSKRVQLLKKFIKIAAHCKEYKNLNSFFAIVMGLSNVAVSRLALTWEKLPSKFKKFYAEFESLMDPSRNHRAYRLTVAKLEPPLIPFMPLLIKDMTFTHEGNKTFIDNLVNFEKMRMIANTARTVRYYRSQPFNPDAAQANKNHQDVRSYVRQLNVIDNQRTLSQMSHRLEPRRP
An asterisk follows results filed as active; i = inactive; ? = inconclusive; . = no result given; & = joins results of further samples; [ ] = another dose, or the depositor's remark. Calls follow the shape of the dose curve; as a rule, active = well fitted curve in the direction sought with a large enough effect; inconclusive = small, poorly fitted or top-dose-only effect, or another doubt; inactive = no such curve, though single readings can be large; an effect the other way counts as inactive or inconclusive. Potency is read from the fitted curve at half-maximal effect.

Value order – A549 tox	TGFb SMAD3 inh	MCF10A rerep	EPAC2 antag	Nrf2 block	HepG2 viability	S2 tox	ATXN2 expr inh	Nrf2 ARE act
> COc1ccccc1Nc1sc(C(=O)c2ccc(F)cc2)c(N)c1S(=O)(=O)c1ccc(C)cc1
  -1%	8%	.	.	.	-1%	i	0%	-1.0%
> COCCCNC(=O)CN(c1cc(Cl)ccc1OC)S(C)(=O)=O
  1%	-1%	-3%	7%	0%	7%	i	-6%	-0.5%
> O=S(=O)(c1ccc(Cl)cc1)n1cccn1
  0%	-7%	11%	6%	-4%	-5%	i	-33%	-0.3%
> CNC(=O)CC1C(=O)N(C)C(=S)N1NC(=O)c1ccccc1 (stereo not drawn)
  4%	1%	-1%	1%	8%	19%	i	-22%	0.3%
> CCOC(=O)c1c(C)n(C)c2ccc(O)c(CN3CCCCC3)c12
  -3%	-5%	16%	1%	-6%	-32%	i	-18%	0.7%
> O=C(CCc1ccccc1)Nc1ccc(NS(=O)(=O)c2ccccc2)cc1
  -2%	11%	-7%	1%	-22%	-5%	i	.	-0.6%
> O=C(CCc1ccccc1)NNC(=O)c1ccco1
  -6%	3%	-1%	2%	7%	-3%	i	-9%	0.1%
> CCCCCOC(=O)NCCOC(=O)Nc1ccc(C(=O)OCC)cc1
  -13%	-5%	15%	-6%	-25%	-32%	i	-24%	0.6%
> CC1=C(C(=O)OC(C)C)C(C)NC(=O)N1 (stereo not drawn)
  .	-1%	-3%	2%	1%	3%	i	-3%	-0.2%
> CCOCc1nnc(NC(=O)c2ccco2)s1
  3%	-17%	4%	13%	?	8%	i	-7%	0.7%
> CN(C)c1ccc(-c2nnn(CC(=O)NCc3ccc4c(c3)OCO4)n2)cc1
  1%	?	-3%	16%	13%	-5%	i	24%[11.3 µM]	0.6%
> CCOc1ccc(S(=O)(=O)Nc2ccn(C)n2)cc1
  1%	21%	10%	-13%	-1%	8%	i	.	-0.1%
> Cc1nn(Cc2noc(C(=O)NCC3CCCO3)n2)c(C)c1Br (stereo not drawn)
  -1%	12%	0%	5%	1%	21%	i	5%	-0.6%
> CCN1CCN(c2cc(C)c3cc(NC(=O)c4ccc5c(c4)OCO5)ccc3n2)CC1
  ?	-25%	13%	2%	16%	-51%	?	-16%	-5.1%
> CCNC(=O)C1(C)CCCN(C(=O)c2cc(C)n(C(C)(C)C)n2)C1 (stereo not drawn)
  .	-15%	.	5%	.	-3%	i	-1%	0.2%
> CC(C)(C)C(=O)N(Cc1nc2ccccc2c(=O)[nH]1)Cc1cccs1
  -7%	-3%	-6%	-1%	-22%	-2%	i	5%	-0.1%
> CCc1nnc(SCC(=O)N(CC)c2ccccc2)c2cc3oc(C)cc3n12
  -1%	?	.	.	-28%	-37%	.	.	5.6µM*
> COc1ccccc1NC(=O)CC(=O)CSc1nnc(-c2ccc(C)cc2)n1-c1ccccc1
  -3%	-7%	-2%	1%	15%	6%	i	10%	-0.9%
> O=C(Cn1c(=O)c2cccn2c2cccnc21)NCc1cccc(F)c1
  15%	?	.	.	-21%	-5%	.	.	13%
> Cc1ccc(-c2noc(CCC(=O)N3CCCC3)n2)cc1
  -14%	0%	-1%	12%	.	1%	i	23%	2.5%
> C=CCn1c(SCC(=O)NC(=O)NCc2ccco2)nc2sc(C)c(C)c2c1=O
  ?	-19%	14%	18%	?	-71%	?	-27%	-0.2%
> O=C(NC1CCCC1)c1ccc(CS(=O)(=O)Cc2ccccc2F)o1
  -5%	1%	?	-4%	?	-17%	i	.	-0.9%
> COc1ccc(NC(=O)C(c2cc3c(cc2[N+](=O)[O-])OCO3)N(C)C)cc1 (stereo not drawn)
  -1%	11%	6%	8%	-20%	-2%	i	-14%	0.5%
> COc1ccccc1-n1cnc2cc(C(=O)NC3CCCC3)ccc21
  5%	-10%	-4%	-10%	-27%	14%	i	8%	2.0%
> CC(C)C[C@H](NC(=O)[C@@H]1Cc2c([nH]c3ccccc23)C2c3ccccc3C(=O)N21)C(=O)NCC1CCCO1 (stereo partly drawn)
  -4%	-19%	8%	-9%	-8%	-5%	i	-3%	10%
> O=C(N/N=C/c1ccc(O)cc1)c1cc(-c2ccccc2)nc2ccccc12
  ?	1%	?	-15%	?	-19%	i	108%[activator]	-0.3%
> O=C(NNC(=O)C1CCC1)c1cccc(Cl)c1
  -5%	20%	-11%	7%	-7%	9%	i	4%	-0.8%
> Cc1ccc(Sc2c(C)nn(C(C)(C)C)c2OC(=O)C(C)(C)C)cc1
  20%	-21%	.	.	5%[9.27 µM]	-6%	i	5%	-1.0%
> O=C(Nc1ccc2c(c1)OCO2)Nc1ccccn1
  7%	-2%	-3%	-1%	?	-3%	i	.	3.7%
> COc1ccc(S(=O)(=O)N(CC(=O)NCc2ccccn2)c2ccc(Cl)cc2)cc1
  3%	?	-1%	-6%	0%	-14%	i	6%	1.6%
> Cc1cccc(N2CCN(c3ccc(NC(=O)c4ccccc4)cc3C(=O)O)CC2C)c1 (stereo not drawn)
  3%	0%	.	.	.	3%	i	4%	0.1%
> CC1CCCN(C(=O)C2c3ccccc3C(=O)N3CCc4ccccc4C23)C1 (stereo not drawn)
  -3%	-7%	-9%	22%	.	3%	i	-11%	-0.2%
> CCc1ccc(CNC(=O)Cn2ccc3cc(S(=O)(=O)N4CCCCCC4)ccc32)cc1
  -13%	0%	.	.	-26%	-28%	i	-14%	5.7%
> Cc1ccc(-c2noc(CN3CCOCC3)n2)cc1
  -6%	-4%	-5%	0%	?	6%	i	32%[activator]	0.3%
> COc1ccc(NC(=O)CCCN(C)S(=O)(=O)c2ccc(C)cc2)cc1
  1%	0%	8%	-8%	-12%	-1%	i	-16%	0.6%
> CC(=O)c1ccc(OCC(=O)NC2CCS(=O)(=O)C2)cc1 (stereo not drawn)
  2%	4%	-7%	3%	-7%	9%	i	1%	-0.2%
> COc1ccc2nc(Cl)cc(Cl)c2c1
  -13%	-4%	-1%	2%	-11%	-48%	i	5%	-0.7%
> CCOc1ccc(CN(C)C(=O)c2ccc3ccccc3n2)cc1
  0%	-20%	-1%	-2%	5%	-9%	?	1%	5.6%
> C=C(C)CSc1nnc2n(N)c(=O)c3ccccc3n12
  -6%	-15%	4%	2%	-10%	-2%	.	.	0.0%
> Cc1c(C(=O)OCC(=O)N2c3ccccc3CC2C)oc2ccccc12 (stereo not drawn)
  -8%	5%	-3%	-4%	-15%	1%	i	-8%	0.2%

Whole records from above.
Profile of CC(C)C[C@H](NC(=O)[C@@H]1Cc2c([nH]c3ccccc23)C2c3ccccc3C(=O)N21)C(=O)NCC1CCCO1 (stereo partly drawn) = A549 tox = -4%; TGFb SMAD3 inh = -19%; MCF10A rerep = 8%; EPAC2 antag = -9%; Nrf2 block = -8%; HepG2 viability = -5%; S2 tox = i; ATXN2 expr inh = -3%; Nrf2 ARE act = 10%
Profile of O=C(N/N=C/c1ccc(O)cc1)c1cc(-c2ccccc2)nc2ccccc12 = A549 tox = ?; TGFb SMAD3 inh = 1%; MCF10A rerep = ?; EPAC2 antag = -15%; Nrf2 block = ?; HepG2 viability = -19%; S2 tox = i; ATXN2 expr inh = 108%[activator]; Nrf2 ARE act = -0.3%

Following part:
Value order – A549 tox	TGFb SMAD3 inh	MCF10A rerep	EPAC2 antag	Nrf2 block	HepG2 viability	S2 tox	ATXN2 expr inh	Nrf2 ARE act
> COCCCNc1oc(-c2ccccc2Cl)nc1C#N
  18%	22%	0%	1%[57.1 µM]	9%	12%	?	.	4.4%
> COC(=O)C1C2C=CC(C3CC23)C1C(=O)OCC(=O)c1ccc(OC)cc1 (stereo not drawn)
  .	-5%	11%	0%	-16%	-32%	i	-3%	-0.6%
> Cc1cc(NS(=O)(=O)c2ccc(NC(=O)c3cccnc3)cc2)nc(C)n1
  1%	-4%	7%	2%	4%	8%	i	12%	-0.1%
> COc1ccccc1NC(=O)N(Cc1nnc2n1CCCCC2)c1ccc(F)cc1
  -5%	16%	.	.	.	-2%	i	0%	-0.5%
> Cc1cc(=O)oc2cc(OCC3CC(c4ccccc4)=NO3)ccc12 (stereo not drawn)
  -11%	7%	4.1µM*	-5%	-12%	-15%	i	18%	7.8%
> COc1ccc(NC(=O)c2ccc3c(=O)n4nc(Nc5ccccc5C)sc4nc3c2)cc1Cl
  7%	9%	.	.	16%	-9%	i	-16%	0.3%
> C=C[C@@H]1c2cc(C)ccc2N(S(=O)(=O)c2ccc(C)cc2)[C@H](c2ccccc2)C1(C#N)C#N
  12%	-4%&-13%	1%	10%	0%	-18%&-3%	i	5%	6.1%
> CCN(CC(=O)NC1CCS(=O)(=O)C1)S(=O)(=O)c1ccccc1 (stereo not drawn)
  2%	6%	-2%	-10%	4%	-11%	i	10%	-0.2%
> COc1ccc(S(=O)(=O)N(CC(=O)NCc2ccncc2)c2cc(C)cc(C)c2)cc1OC
  -1%	-18%	0%	1%	3%	-4%	i	5%	0.0%
> Cc1cc(C(=O)OCC(=O)N(CC(C)C)c2c(N)n(Cc3ccccc3)c(=O)[nH]c2=O)c(C)o1
  -6%	3%	7%	5%	?	1%	?	-5%	2.9%
> CC(C)(C)c1ccc(C(=O)N2CCC(C(=O)NCCC3=CCCCC3)CC2)cc1
  -9%	-12%	?	-7%	?	-21%	?	-16%	4.5%
> CC(=O)C1CCC2C3CC(C)C4(O)CC(=O)CCC4(C)C3C(O)CC12C (stereo not drawn)
  -7%	1%	0%	6%	-6%	-15%	i	4%	0.2%
> Clc1ccc(CSC2=NCCCN2)cc1Cl
  -5%	10%	7%	5%	8%	-24%	i	-23%	0.3%
> CCCNc1c(NS(=O)(=O)c2cccs2)c(=O)oc2ccccc12
  1%	1%	-6%	3%	?	3%	i	9%	0.1%
> CCc1ccc(CNC(=O)c2ccc(-c3nc(CS(=O)(=O)c4ccccc4)c(C)o3)cc2)cc1
  5%	-19%	.	.	0%	-30%	i	-10%	8.6%

Not all compounds are listed (hit frequency here may not be typical).
